# Screening results (PubChem BioAssay)
# TRPM1 prom inh – inhibitors of MITF-dependent TRPM1 promoter reporter, primary screen, cell-based, SK-MEL-5, single point, luciferase. inhibition, % at 12.5 µM. SK-MEL-5 TRPM1 promoter luciferase, 24 h. actives 0.83% (n = 330,000);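 active = mean inhibition across replicates of 60% or more, whatever share of single replicates reaches that level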; also: values of inactives mirror those of a sister screen read the other way
# LMP1 NFkB inh – EBV LMP1-driven NF-kappaB luciferase reporter inhibitors, primary screen, cell-based, luminescence, single point | LMP1-induced NF-kappaB luciferase reporter cells | inhibition, % at 12.5 µM | actives 0.69% (n = 350,000); in the data active = inhibition above about 41%;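 also: 0% = neutral control wells and 100% = reference inhibitor control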
# CF NFkB inh – inhibitors of PAF-induced NF-kB signaling, primary screen, cell-based, GFP fluorescence, uHTS. actives 0.86% (n = 360,000). KKLEB NF-kB-GFP reporter, GFP fluorescence overnight. inhibition, % at 5 µM. AID 588850, 2011;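 active = at least 50% inhibition at 5 µM, scaled per plate between neutral and stimulator controls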;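 also: PAF is a Pseudomonas aeruginosa culture filtrate used as stimulus; plate controls were PAF-stimulated DMSO wells for no effect and unstimulated DMSO wells for full effect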
# C8 TRAIL sens – viability loss with TRAIL in NB7+C8 cells, primary screen, TRAIL sensitizer project, cell-based, ATPlite luminescence. AID 624354, 2012. inhibition (viability loss, TRAIL sensitization), % at 10 µM. actives 1% (n = 360,000);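 active = compounds causing at least 50% loss of cell viability in the single-dose screen, relative to plate controls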
# Peg3 promoter – Peg3 promoter-driven luciferase inhibitors, primary screen, cell-based, HeLa, luciferase luminescence | actives 1.7% (n = 360,000) | HeLa PEG-Prom luciferase reporter, overnight | inhibition, % at 20 µM | AID 588405, 2011;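 active = inhibition of at least 50% at 20 µM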
# KKLEB cytotox – cytotoxicity in KKLEB CF airway cells, primary screen, cytotoxicity control for CF NF-kB inhibitor project, cell-based, uHTS, fluorescence assay plates; KKLEB CF airway cells viability, ATPlite luminescence, overnight; active compounds read low; cells stimulated with P. aeruginosa culture filtrate; activity change (cytotoxicity), % at 5 µM; actives 0.36% (n = 360,000); AID 602141, 2011;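 active = corrected activity change at or below -50% at 5 µM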
# NR2E3 ag-1 – NR2E3 agonists in two-hybrid cells, primary screen, cell-based, luminescence, CHO-S, Gal4-NCOR/VP16-NR2E3; inhibition of corepressor binding, % at 3.98 µM; luciferase; actives 0.35% (n = 360,000); AID 602229, 2012;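 active = inhibition above the mean of all tested compounds plus 3 SD, cut at about 70% in these data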;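 also: 0% = DMSO with NR2E3 transfected cells and 100% = cells lacking NR2E3 construct; higher means lower luciferase signal from less NR2E3 corepressor binding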
# Target sequence (Q9Y5X4 whole entry, looked up, the tested form may be a part): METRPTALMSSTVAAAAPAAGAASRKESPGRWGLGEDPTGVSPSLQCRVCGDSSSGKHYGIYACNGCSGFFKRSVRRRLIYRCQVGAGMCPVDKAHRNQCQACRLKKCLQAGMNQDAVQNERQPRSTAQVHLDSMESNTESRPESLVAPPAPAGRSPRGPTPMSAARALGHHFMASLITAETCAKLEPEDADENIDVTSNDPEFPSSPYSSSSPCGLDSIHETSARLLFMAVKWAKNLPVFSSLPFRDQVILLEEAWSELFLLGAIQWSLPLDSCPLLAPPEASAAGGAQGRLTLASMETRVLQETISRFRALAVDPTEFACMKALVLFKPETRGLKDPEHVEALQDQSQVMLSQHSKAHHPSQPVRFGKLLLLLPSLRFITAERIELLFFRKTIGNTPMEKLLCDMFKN
# Shn3 3UTR inh – reduction of Shn3 3'UTR firefly luciferase signal, primary screen, Schnurri-3 inhibitor project, cell-based, Clone20 osteoblasts, set 2; actives 0.52% (n = 360,000); Clone20 osteoblast Shn3 3'UTR firefly luciferase, 24 h; inhibition, % at 12.5 µM;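 active = mean inhibition of at least 75% with every replicate also reaching 75%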;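 also: 0% = median of neutral control wells and 100% = pilot-screen positive control compound; some compounds past the cut are filed as inactive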
# iPSC survival up – enhancers of single-cell hiPSC survival, primary screen, ATPlite luminescence; 100% = ROCK inhibitor wells, 0% = DMSO; survival enhancement, % at 20 µM; actives 0.044% (n = 360,000); AID 602274, 2012; in the data active = survival enhancement above about 18%;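 also: cells exposed to compounds for 16 hours before the ATP read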
# NR2E3 ag-2 – inhibitors of NR2E3-RetCOR corepressor binding, primary screen, NR2E3 agonist project, biochemical, TR-FRET, GST-NR2E3, biotin-RetCOR; Photoreceptor-specific nuclear receptor (Homo sapiens), Q9Y5X4; 1536-well; inhibition of corepressor binding, % at 4.78 µM; actives 0.12% (n = 320,000); AID 2300, 2010;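 active = percent inhibition above the cutoff of mean plus 3 SD of all tested compounds, set per screening campaign, cut at about 20% in these data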;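 also: 0% = DMSO wells and 100% = biotin wells as full block of FRET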
#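 System: GST-tagged NR2E3 plus biotinylated RetCOR corepressor; Amount: 1.35 nM GST-tagged NR2E3 final; Dosing: single nominal compound dose of 4.8 µM; Schedule: 5 h incubation at 4 °C; Technique: TR-FRET with europium anti-GST and streptavidin-D2, 340 nm excitation; Controls: biotin wells as high control, 0.6% DMSO wells as low control.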
# HIF-2a inh – HIF-2a reporter inhibitors, primary screen, luminescence, 786-0 RCC cells | inhibition, % at 18.8 µM | actives 0.72% (n = 360,000) | 786-0 RCC cells HIF-2a reporter, luciferase luminescence, overnight;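 active = inhibition of the luminescence signal of 40% or more relative to plate controls, in a single-dose primary screen at 18.75 µM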
# * hit, by the source's call; · = no result given. An excerpt (hit frequency here may not be typical).
SMILES,TRPM1 prom inh,LMP1 NFkB inh,CF NFkB inh,C8 TRAIL sens,Peg3 promoter,KKLEB cytotox,NR2E3 ag-1,Shn3 3UTR inh,iPSC survival up,NR2E3 ag-2,HIF-2a inh
CCN(CC)c1ccc(NC(=O)CSc2ccsc2[N+](=O)[O-])c(C)c1,10.4,4.8,-14.9,-9.6,4.1,-4.5,-5.2,53.1,7.4,1.1,9.1
CC(C)c1nc(CN2CCCCC2)cc(=O)[nH]1,-3.3,10.4,-11.5,-6.7,-1.6,0.7,-6.1,-10.2,-0.9,1.8,14.4
COc1cc(C)ccc1S(=O)(=O)NC(=O)C1(C)CCN1C(=O)c1ccc(C2CCCCC2)cc1 (configuration not stated),·,·,-23.0,-7.3,-3.3,7.2,12.7,-2.1,3.6,·,8.4
O=c1c2c3c(sc2nc2n1N=C(c1cccs1)CS2)CCCC3,-124.5,-18.8,-20.5,67.2*,-252.4,-37.9,-85.5,-58.4,-3.5,-34.6,-223.4
NC(=O)c1nnsc1-c1ccco1,5.3,-4.0,-13.4,-8.4,-5.0,14.6,-32.6,-9.8,1.1,·,-8.1
Oc1ccccc1/C=N/N1CCCCC1,-41.0,-10.5,-0.7,2.5,-70.1,1.9,-26.3,-17.2,-1.0,3.2,-39.5
CCC1(CCC(C)C)SC(N)=NC1=O (configuration not stated),-1.5,4.5,5.2,5.3,-7.2,-9.1,27.1,16.4,-1.2,·,11.9
COc1cccc(CC(=O)OCC(=O)NNC(=O)c2ccc(Br)cc2)c1,1.9,-3.1,15.1,-13.4,-1.5,-17.9,-5.9,-15.6,0.9,4.6,5.8
COc1ccc(N/N=C2/CCCCC2=O)cc1,-30.0,-30.3,3.6,-1.5,-54.5,-0.8,28.6,-10.6,-0.3,2.3,-48.9
CCCOP(=O)(c1ccc(N(C)C)cc1)C(Nc1ccccc1)c1ccc(C)cc1 (configuration not stated),1.1,6.6,10.8,11.4,26.2,-6.7,21.3,21.0,-0.3,0.6,25.5
COC(=O)N/N=C/C1=CCC2CC1C2(C)C (configuration not stated),-6.9,-1.9,5.9,2.1,3.0,0.8,3.9,-21.0,-0.5,-1.3,5.5
O=C(O)CSCC(=O)Nc1ccc(C(F)(F)F)cc1,2.0,-2.2,-2.9,4.4,10.4,-4.0,-19.6,-7.6,-1.4,-5.5,21.7
Cc1cc(NC(=O)CN2C(=O)CCSc3ccccc32)no1,10.4,-7.7,24.8,-13.0,13.1,-15.4,-1.6,-23.0,-0.7,-2.9,13.8
Cc1cc2c(cc1S(=O)(=O)N1CCCCC1)OCC(=O)N2,·,-8.1,-7.3,-3.7,14.0,9.1,-2.5,1.5,0.8,3.0,15.6
CN(C)C(=O)N1CCCC(C(=O)NCc2ccc(F)cc2Cl)C1 (configuration not stated),-0.4,-0.1,14.3,34.4,14.1,4.8,-25.8,5.3,-0.3,1.1,6.4
O=C(Nc1cccc(C(F)(F)F)c1)n1cc(-c2ccccn2)c(N2CCOCC2)n1,9.0,0.2,5.6,-6.0,16.2,3.8,0.5,7.2,-0.5,0.2,5.3
CCOc1ccccc1N(C)S(=O)(=O)c1ccc2c(c1)N(C(C)=O)CCO2,3.9,-10.4,1.2,-13.7,15.5,4.3,4.2,2.5,-0.4,-2.5,14.9
CC1=CN2C(=NC(=O)CC2(C)C(=O)N(CC(=O)NC2CCCC2)Cc2ccccc2)C=C1 (configuration not stated),0.4,-2.9,-17.5,3.4,7.9,7.5,-44.8,12.7,-0.1,3.0,9.4
COC(=O)c1ccc2[nH]c(C3(O)CCCCC3)c(C)c2c1,-80.2,-18.0,-5.8,-8.4,-260.1,0.5,-137.9,-52.8,3.8,·,-228.5
O=C(Cn1cnc2ccccc2c1=O)NC1CCCc2ccccc21 (configuration not stated),20.2,-9.0,-7.7,7.8,5.3,4.7,-10.6,7.2,-0.3,-3.7,13.0
CC(C)CC(=O)Nc1ccc(Nc2ccccc2)cc1,-10.1,5.9,-3.5,-3.0,-50.1,-2.0,-2.9,-17.4,4.0,-1.7,-76.9
CCNc1nc(NC(C)C)nc(Nn2cnnc2)n1,-7.0,-13.4,-5.6,-0.4,5.8,0.7,-15.5,1.3,0.8,0.8,12.6
O=C(CCc1ccccc1)Nc1ccccc1C(=O)N1CCOCC1,5.9,0.3,-4.6,-1.0,7.5,-2.1,7.2,58.3,4.6,-0.4,15.3
NC(=S)NC1CCS(=O)(=O)C1 (configuration not stated),-3.3,-0.6,-14.9,-2.3,-1.4,-10.5,0.8,4.2,3.9,3.2,9.9
COc1cc2c(cc1OC)-c1c(OC)c(OC)cc3ccnc(c13)C2=O,6.4,3.3,-161.5,21.7,4.6,6.3,36.2,-23.1,-1.1,2.3,37.0

# Part of the list above in order of SMILES length, smallest number first:
SMILES,TRPM1 prom inh,LMP1 NFkB inh,CF NFkB inh,C8 TRAIL sens,Peg3 promoter,KKLEB cytotox,NR2E3 ag-1,Shn3 3UTR inh,iPSC survival up,NR2E3 ag-2,HIF-2a inh
Oc1ccccc1/C=N/N1CCCCC1,-41.0,-10.5,-0.7,2.5,-70.1,1.9,-26.3,-17.2,-1.0,3.2,-39.5
CC(C)CC(=O)Nc1ccc(Nc2ccccc2)cc1,-10.1,5.9,-3.5,-3.0,-50.1,-2.0,-2.9,-17.4,4.0,-1.7,-76.9
O=C(Cn1cnc2ccccc2c1=O)NC1CCCc2ccccc21 (configuration not stated),20.2,-9.0,-7.7,7.8,5.3,4.7,-10.6,7.2,-0.3,-3.7,13.0
O=C(Nc1cccc(C(F)(F)F)c1)n1cc(-c2ccccn2)c(N2CCOCC2)n1,9.0,0.2,5.6,-6.0,16.2,3.8,0.5,7.2,-0.5,0.2,5.3

# Next section:
SMILES,TRPM1 prom inh,LMP1 NFkB inh,CF NFkB inh,C8 TRAIL sens,Peg3 promoter,KKLEB cytotox,NR2E3 ag-1,Shn3 3UTR inh,iPSC survival up,NR2E3 ag-2,HIF-2a inh
CCCc1cc(=O)[nH]c(SCC(=O)N2CCN(c3ccccc3)CC2)n1,-1.3,-17.9,-7.3,-7.8,16.1,-6.7,-5.9,1.5,1.5,2.4,6.9
O=C(NC(=S)N1CCN(c2ccccn2)CC1)c1ccccc1,5.8,2.1,-9.4,1.1,-6.4,11.1,-5.8,1.7,2.1,3.3,3.0
COc1ccc(NC(=O)CC2Oc3ccccc3NC2=O)c(OC)c1 (configuration not stated),10.8,12.9,11.8,-11.5,3.9,-3.7,-17.0,3.8,0.3,0.6,14.3
Cc1ccc(S(=O)(=O)NCCc2ccc(S(N)(=O)=O)cc2)cc1,4.1,4.2,13.1,10.9,13.9,-2.4,8.7,-7.1,-1.8,1.6,-2.9
CCN1CCN(S(=O)(=O)Cc2ccccc2)CC1,-5.1,10.1,-8.6,10.9,-9.5,-4.2,-7.4,-0.3,1.5,-1.5,3.5
Cc1ccc(NC(=O)C(=O)NCC2CCN(C(=O)c3cccc([N+](=O)[O-])c3)CC2)cc1,-5.7,9.1,-0.9,-4.6,-2.6,4.7,3.6,66.3,-1.3,1.0,-3.9
COc1ccc(-c2ccc3oc(-c4ccc(OC)cc4)c(-c4ccc(OC)cc4)c3c2)cc1,-2.4,-1.7,-10.3,8.5,13.0,10.2,-2.7,22.2,-2.3,0.3,10.8
CCOC(=O)c1nn(-c2ccccc2C)c(=O)cc1OCC(=O)Nc1cccc(OC)c1,6.3,-3.5,-0.3,-2.5,1.8,8.4,-28.7,14.6,-0.7,-3.4,7.5
CCOC(=O)C1CCN(C(=O)CCNS(=O)(=O)c2ccc3c(c2)CCN3C(=O)CC)CC1,2.4,-2.4,-3.0,-2.1,1.4,8.2,-3.2,4.4,0.9,0.1,15.1
CCC(C)NC(=O)CNC(=O)c1nn(-c2ccc(OC)cc2OC)c(=O)c2ccccc12 (configuration not stated),3.6,4.1,-11.9,-3.5,19.1,1.8,-6.2,-0.4,-0.5,5.0,12.6
Cn1ccnc1SCC(=O)Nc1ccccc1,-5.7,-4.8,8.2,14.9,-7.1,-0.1,6.2,-23.3,-0.2,-1.6,-18.3
CC(OC(=O)c1cc(S(=O)(=O)N2CCOCC2)ccc1F)C(=O)NCC1CCCCC1 (configuration not stated),-11.2,-1.1,-15.6,-14.3,1.2,-4.8,7.0,7.8,-2.4,·,9.9
COCCN1Cc2cccc(C(=O)NC(C)c3cccs3)c2C1=O (configuration not stated),-2.0,0.7,4.2,-17.8,0.3,-6.6,-10.6,-23.1,-1.8,4.4,14.4
Cc1ccc(C(=O)c2ncc[nH]2)cc1,-74.9,-2.8,-0.2,-0.8,-217.7,-18.1,-63.5,-29.3,-0.5,-0.5,-187.3
CCn1c(=O)c(=O)n(CC)c2cc(S(=O)(=O)Nc3ccc(C)cc3)ccc21,5.2,4.4,0.1,26.3,8.1,7.6,-21.1,19.1,0.2,3.2,11.8
Cn1c(=O)c2c(nc(Br)n2CC(=O)c2cccs2)n(C)c1=O,2.9,-4.9,-2.7,-6.1,-6.9,0.4,-4.6,7.0,1.9,-0.1,5.1
CCOc1cc(C(=S)N2CCCCC2)ccc1OS(=O)(=O)c1ccc(Br)cc1,0.6,-10.2,0.6,1.3,9.4,1.3,-5.5,24.5,-3.4,0.0,24.4
CCN(CC)c1ccc(C2NC(=O)NC(C)=C2C(=O)Nc2ccccc2)cc1 (configuration not stated),2.1,-2.6,5.6,-0.8,21.7,-2.0,13.0,9.8,7.4,-0.2,-8.2
Cc1ccc(CNC(=O)C2CCN(S(=O)(=O)c3ccc4c(c3)CC(C)N4C(=O)C3CC3)CC2)cc1 (configuration not stated),12.5,16.8,-6.0,-10.0,7.1,4.1,-19.4,15.9,0.0,-0.2,16.0
CCOC(=O)[C@H]1[C@H]2COc3ccc(Br)cc3[C@H]2N2C(=O)CNC(=O)[C@@]12C,2.3,2.9,-10.5,9.9,-0.2,3.8,-3.5,2.0,1.2,-0.8,5.3
COc1cccc(NC(=O)CN(C)C(=O)c2ccccc2OCC(=O)Nc2cccc(C(F)(F)F)c2)c1,-0.4,4.7,-7.7,4.3,21.0,4.0,-0.4,34.4,-0.4,-0.2,6.9
Cc1cc(C)n(CC(=O)N/N=C/c2ccccn2)n1,8.1,-1.2,-35.3,-5.7,17.8,11.6,-25.4,-12.9,0.0,-1.0,8.3
COC(=O)CCC(NS(=O)(=O)OCC(Cl)(Cl)Cl)c1ccccc1 (configuration not stated),-7.9,-0.5,2.7,3.5,-6.8,-0.1,-21.4,-14.3,-0.5,2.1,13.9
O=C(O)C1C2C=CC3(CN(C/C=C/c4ccccc4)C(=O)C13)O2 (configuration not stated),5.4,1.1,0.0,-17.7,14.9,2.0,-0.7,15.1,1.2,-0.5,20.5
